IDH1 R132H inh: qHTS for Inhibitors of mutant isocitrate dehydrogenase 1 (IDH1): qHTS | IDH1-R132H enzyme, NADPH consumption, diaphorase/resazurin fluorescence | Potency, µM (doses to about 76.6 µM), inactives show at the top dose activity change, negative = inhibition, actives largely listed as inhibitors | hit rate 0.093% among 390,000; further: potency means the concentration at half of the fitted maximal effect; on the % scale 0 is the no-effect control and ±100 the full control effect; nearly all actives have a fitted effect of over 65% in size
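IDH1-R132H (0.5 ug/mL) preincubated 30 min with compound, then NADPH (0.016 mM) and alpha-KG (2 mM) added; 80 min at RT, pH 7.5. Remaining NADPH coupled via diaphorase/resazurin to fluorescence (540/590 nm); concentration-response curves normalized to no-enzyme control.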
HP1b chromo inh: HTS for Inhibitors of HP1-beta Chromodomain Interactions with Methylated Histone Tails | Chromobox protein homolog 1 (Homo sapiens), P83916 | AlphaScreen HP1-beta / biotin-H3K9me3 peptide binding | Potency, µM (titrated, usually from 114 µM), inactives show at the highest dose activity change, negative = inhibition, usual class: inhibitors | hit rate 0.56% among 390,000; further: potency means the concentration at half of the fitted maximal effect; nearly all actives have a fitted effect of over 70% in size; inactives centre near 23
Target sequence (P83916 whole entry, looked up): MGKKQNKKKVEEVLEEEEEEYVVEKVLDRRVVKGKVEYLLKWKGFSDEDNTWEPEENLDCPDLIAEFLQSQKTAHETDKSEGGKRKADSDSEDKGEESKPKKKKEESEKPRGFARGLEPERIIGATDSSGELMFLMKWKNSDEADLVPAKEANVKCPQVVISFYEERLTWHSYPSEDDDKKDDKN
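AlphaScreen: HP1-beta (50 nM) preformed 30 min with biotin-H3(1-18)K9me3 peptide (50 nM) in PBS pH 7.4, 0.01% Tween-20. Compound added for 30 min at RT, then streptavidin donor/nickel chelate acceptor beads (10 ug/mL) for 30 min.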
PI4K2A inh: qHTS for small molecular inhibitors of PI4K2A | Phosphatidylinositol 4-kinase type 2-alpha (Homo sapiens), Q9BTU6 | purified PI4K2A, ADP-Glo luminescence, 1 h; stronger effect = lower value | activity change, negative = inhibition, % at 76.9 µM | hit rate 0.13% among 420,000 | AID 1346378, 2018; in the data active means activity change below about -50%; inconclusive means mostly about -30% to -49%;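 further: -100% = wells without enzyme as full effect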
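Compounds are screened against recombinant PI4K2A using PI as substrate and ATP, the latter dispensed at 300 microM. Reactions run one hour at ambient temperature before ADP-Glo detection; full inhibition defined by wells lacking enzyme.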
Pin1 inhibitor: qHTS Assay to Find Inhibitors of Pin1; Peptidyl-prolyl cis-trans isomerase NIMA-interacting 1 (Homo sapiens), Q13526; Pin1 FP peptide displacement, HiFluor488, 10 min; Potency, µM (series often up to 115 µM), for the others: at the top dose activity, negative = inhibition, usual class: inhibitors; hit rate 0.009% among 390,000; active means well fitted inhibition curve with a large enough effect in the polarisation, with a control signal flat, not every such curve was filed as active; inconclusive means small, poorly fitted or top-dose-only effect, or effect the other way, or a change in a side signal; inactive means no such curve, though single readings can be large or run the other way; the % refers to the polarisation; further: potency means the concentration at half of the fitted maximal effect; on the % scale 0 is the no-effect control and ±100 the full control effect
Target sequence (Q13526 whole entry, looked up): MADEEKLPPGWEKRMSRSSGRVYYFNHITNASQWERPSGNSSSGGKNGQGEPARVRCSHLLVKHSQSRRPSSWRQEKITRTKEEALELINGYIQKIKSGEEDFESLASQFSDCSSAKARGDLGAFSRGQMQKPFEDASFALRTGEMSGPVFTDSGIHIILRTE
GLS inh: qHTS for Inhibitors of Glutaminase (GLS) | Potency, µM (highest dose often 45.5 µM), for the others: at the highest dose activity change, negative = inhibition, usual class: inhibitors | Glutaminase kidney isoform, mitochondrial (Homo sapiens), O94925 | hit rate 0.21% among 410,000 | GLS enzymatic activity, qHTS titration; further: potency means the concentration at half of the fitted maximal effect; on the % scale 0 is the no-effect control and ±100 the full control effect
Target sequence (O94925 whole entry, looked up, canonical isoform): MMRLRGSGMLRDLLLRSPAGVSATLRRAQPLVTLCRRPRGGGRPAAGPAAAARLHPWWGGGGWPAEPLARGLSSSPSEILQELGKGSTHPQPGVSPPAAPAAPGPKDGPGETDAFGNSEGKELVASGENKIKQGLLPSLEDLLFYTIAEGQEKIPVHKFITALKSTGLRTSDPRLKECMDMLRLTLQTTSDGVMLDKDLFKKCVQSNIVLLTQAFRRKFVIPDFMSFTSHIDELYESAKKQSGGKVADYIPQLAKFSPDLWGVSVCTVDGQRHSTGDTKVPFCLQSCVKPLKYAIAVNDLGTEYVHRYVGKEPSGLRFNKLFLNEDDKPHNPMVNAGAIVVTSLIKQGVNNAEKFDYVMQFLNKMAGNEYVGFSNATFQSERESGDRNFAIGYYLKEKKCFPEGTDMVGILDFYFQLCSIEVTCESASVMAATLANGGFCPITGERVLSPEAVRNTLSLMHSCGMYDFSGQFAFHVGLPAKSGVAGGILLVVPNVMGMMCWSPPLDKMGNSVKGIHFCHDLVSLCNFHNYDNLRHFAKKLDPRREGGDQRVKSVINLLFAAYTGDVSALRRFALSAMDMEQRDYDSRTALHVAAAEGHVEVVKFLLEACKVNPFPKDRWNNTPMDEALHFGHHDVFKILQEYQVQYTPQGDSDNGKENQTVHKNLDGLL
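hKGA in 45 mM KH2PO4 (pH 8.2), 0.02% Tween-20 with compound, then 1mM L-Glutamine (stock as added) plus glutamate oxidase/HRP/Amplex red coupling mix. Fluorescence read initially and after 30 min at RT; signal change reflects glutamate formation.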
USP1 inh: Inhibitors of USP1/UAF1: Primary Screen. Ubiquitin carboxyl-terminal hydrolase 1 (Homo sapiens), O94782. AID 743255, 2014. hit rate 0.23% among 390,000. recombinant USP1/UAF1, Ub-Rhodamine cleavage fluorescence. Potency, µM (doses to about 57.1 µM), for inactives: at the highest dose activity change, negative = inhibition, most hits filed as inhibitors; further: potency means the concentration at half of the fitted maximal effect; on the % scale 0 is the no-effect control and ±100 the full control effect; nearly all actives have a fitted effect of over 60% in size; inactives centre near -12
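USP1/UAF1 complex (1 nM) preincubated 15 min at room temperature with compound, then Ub-Rho substrate (150 nM final) added. Kinetic fluorescence at 480/540 nm over 6 reads at 60 s intervals; 50 mM HEPES pH 7.8, 0.5 mM EDTA, 0.1 mg/ml BSA, 1 mM TCEP, 0.01% Tween-20.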
rTrxR1 inhibitor: qHTS Assay for Inhibitors of Mammalian Selenoprotein Thioredoxin Reductase 1 (TrxR1): qHTS; Thioredoxin reductase 1, cytoplasmic (Rattus norvegicus), O89049; Potency, µM (top dose mostly 114 µM), for the others: at the top dose activity change, negative = inhibition, most hits filed as inhibitors; hit rate 1% among 390,000; recombinant rTrxR1, NADPH fluorescence consumption, selenite substrate; AID 588453, 2011; further: potency means the concentration at half of the fitted maximal effect; on the % scale 0 is the no-effect control and ±100 the full control effect; nearly all actives have a fitted effect of over 65% in size
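Rat TrxR1 (90 nM in the dispensed reagent) was pre-reduced with 400 uM NADPH for 5 min at room temperature, then incubated with compound for 15 min. After 400 uM selenite was added, NADPH fluorescence (Ex 340/Em 450 nm) was followed for 8 min.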
TrxR1 substrate: qHTS Assay for Substrates of Mammalian Selenoprotein Thioredoxin Reductase 1 (TrxR1): qHTS; Thioredoxin reductase 1, cytoplasmic (Rattus norvegicus), O89049; purified TrxR1 substrate turnover, NADPH consumption readout; Potency, µM (series often up to 114 µM), for the others: at the top dose activity change, negative = substrate turnover; hit rate 0.01% among 390,000; AID 588456, 2011; further: potency means the concentration at half of the fitted maximal effect; on the % scale 0 is the no-effect control and ±100 the full control effect; nearly all actives have a fitted effect of over 50% in size
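Rat TrxR1, dispensed at 90 nM, was prereduced with 400 uM NADPH (final) for 5 min at ~22 deg C, then incubated with compound 15 min before 400 uM selenite. A first-read NADPH fluorescence drop versus no-compound background flagged substrates.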
Tb PGK inh: qHTS Assay to Find Inhibitors of Phosphoglycerate Kinase. hit rate 0.043% among 380,000. PGK/GAPDH coupled, Kinase-Glo luminescence, 60 min. Potency, µM (top dose mostly 57.5 µM), inactives show at the top dose activity change, negative = inhibition, most hits filed as inhibitors. Phosphoglycerate kinase, glycosomal (Trypanosoma brucei brucei), P07378. AID 602233, 2012; further: potency means the concentration at half of the fitted maximal effect; on the % scale 0 is the no-effect control and ±100 the full control effect; nearly all actives have a fitted effect of over 60% in size
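Luminescent ATP detection (Kinase-Glo Plus) follows a 60-minute room-temperature incubation, with wells lacking PGK as controls. Buffer: 100 mM TEA (pH 7.6), 5 mM MgCl2, 0.01% Tween-20. Coupling enzyme GAPDH (100 nM final) supplies unstable 1,3-BPG in-well.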
An asterisk follows results filed as active; i = inactive; ? = inconclusive; · = no result given; & = joins results of further samples; [ ] = another dose, or the depositor's remark. Unless noted, the call rests on the fitted dose curve; in most records, active means well fitted curve in the direction sought with a large enough effect; inconclusive means small, poorly fitted or top-dose-only effect, or another doubt; inactive means no such curve, though single readings can be large; an effect the other way counts as inactive or inconclusive. A portion of the library, so the mix of outcomes need not match the whole.

Second line of a record: IDH1 R132H inh	HP1b chromo inh	PI4K2A inh	Pin1 inhibitor	GLS inh	USP1 inh	rTrxR1 inhibitor	TrxR1 substrate	Tb PGK inh
- O=C(c1ccc2c(c1)OCO2)C1CCCN(Cc2ccc3cccc(F)c3n2)C1 (centres undefined)
    2%	11%	-1	-1%	-9%	-8%	10%[57.1 µM]	-5%[57.1 µM]	-7%
- CC(NC(=O)CC1Sc2ccccc2NC1=O)c1ccccc1 (centres undefined)
    4%	56%[activator]	-7	1%	0%	?	31%[57.1 µM]	-9%[57.1 µM]	i
- Cc1cc2c(cc1C)NC(CC(=O)Nc1ccccc1SC(F)(F)F)C(=O)N2 (centres undefined)
    2%	31%	-1	5%	?	?	-1%	1%	-3%
- COc1ccc(N(CC(=O)NCc2ccc(F)cc2)S(=O)(=O)c2c(C)noc2C)cc1
    0%&6%	44%&42%[activator]	-1&0	-3%&2%	6%&-6%	?	27%&10%	7%&-2%	-8%&-4%
- Cc1oc2nc(SCCCC(=O)NCCCO)nc(N)c2c1C
    8%	44%[activator]	59	-2%	1%	-11%	26%[57.1 µM]	7%	-4%
- CCOC(=O)C1=NN(C(C)=O)C2(CC(=O)N(c3ccc(C)c(C)c3)C2=O)C1 (centres undefined)
    21%	13%	-4	-7%	-6%	-8%	9%[57.1 µM]	6%[57.1 µM]	i
- CN1C(=O)[C@@H]2C[C@@]3([C@@]45C[C@H]6C(=O)N(C)[C@@H](Cc7ccccc7)C(=O)N6[C@@H]4Nc4ccccc45)c4ccccc4N[C@H]3N2C(=O)[C@@H]1Cc1ccccc1
    19%	9%	0	-5%	-1%	-11%	1%[57.1 µM]	3%[57.1 µM]	i
- CC(C)(C)OC(=O)C[C@@H]1C/C=C\C[C@H](CC(=O)NCCO)C(=O)N2CCC[C@H]2COC1=O
    -12%	5%	-3	-7%	6%	-4%	7%	-4%	?
- COc1ccc(O)c(-c2cc(C(F)(F)C(F)F)nc(-c3ccccc3)n2)c1
    4%	31%	3	2%	1%	-22%	9%	-2%	i
- Cc1onc(-c2ccccc2Cl)c1C(=O)N1CC(C)CC(C)C1 (centres undefined)
    9%	1%	2	-12%	-7%	-11%	10%	-1%	i
- COc1ccc(C(CNC(=S)NCc2ccccc2)N2CCCC2)cc1 (centres undefined)
    2%	29%	-1	4%	1%	-15%	12%[57.1 µM]	11%[57.1 µM]	4%
- COc1ccc(Cl)cc1NC(=O)CCc1c(C)nc2c(c1C)c(=O)n(C)c(=O)n2C
    1%	34%	-2	-6%	-14%	-14%	32%	7%	i
- CCCn1c(SCC(=O)N2c3ccc(F)cc3CCC2C)nnc1-c1ccccn1 (centres undefined)
    10%	?	4	-11%	7%	-10%	22%[57.1 µM]	9%[57.1 µM]	-1%
- O=C(Nc1cc(C(F)(F)F)ccc1Cl)c1cccnc1
    -1%	42%[activator]	5	56%[activator]	9%	-7%	-24%	-19%	7%
- Cc1ccc(C2CCN(C(=O)Nc3ccccc3)C2)cc1 (centres undefined)
    8%	27%	3	2%	2%	-15%	0%	-4%	i
- CN(C)Cc1c(O)ccc2occ(C(=O)c3ccc(F)cc3)c12
    -6%	29%	3	-9%	42%[activator]	-27%	-1%	-4%	-3%
- CC1CCCN(C(=S)NC2CCCC2)C1 (centres undefined)
    9%	50%[activator]	-9	-5%	0%	-18%	10%[57.1 µM]	5%[57.1 µM]	4%
- FC(F)(F)c1cccc(-c2noc(CN3CCOCC3)n2)c1
    8%	35%	-7	-1%	1%	-13%	13%	4%	i
- CNS(=O)(=O)c1cccc(C(=O)OCC(=O)c2ccc3[nH]c(=O)[nH]c3c2)c1
    3%	11%	-6	?	5%	-1%	5%	3%	-11%
- Cc1ccc2nc(N(CCN(C)C)C(=O)C3=COCCO3)sc2c1
    -2%	44%[activator]	2	-9%	15%	-22%	37%[activator]	8%	1%
- COc1ccccc1CNC(=O)c1cc(Sc2cccc(Cl)c2)nc2ccccc12
    12%	100%[activator]	-9	10%	-7%	-14%	16%[57.1 µM]	0%[57.1 µM]	i
- COc1ccc2[nH]c(C(=O)O)c(CCN3C(=O)c4cccc([N+](=O)[O-])c4C3=O)c2c1
    -5%	36%	2	1%	0%	3%	16%	4%	?
- Cc1cccc(NC(=O)CCSc2nnc(Cc3ccccc3)o2)c1
    2%	50%	2	3%	9%	-20%	-9%	-12%	-7%
- O=C1C(Cl)=C(NCCCN2CCOCC2)C(=O)c2ccccc21
    -5%	-20%[57 µM]	-6	-2%	-16%	?	-55%[57.1 µM]	-8%[2.29 µM]	-2%
- CN(CC(=O)Nc1cccc(F)c1)C(=O)CN1C(=O)C2CCCCC2C1=O (centres undefined)
    -6%	37%	0	-3%	0%	-18%	51%	8%	1%
- Cc1ccc(NC(=O)C2CCN(S(=O)(=O)c3c(C)noc3/C=C/c3ccco3)CC2)nc1
    -4%	?	-5	47%[activator]	-1%	-15%	-19%	-10%	-2%
- N#CN=c1snc(-c2ccccc2)n1-c1ccc(Br)cc1
    ·	23%[57 µM]	·	0%	·	·	10%[0.0914 µM]	8%[0.0914 µM]	·
- CCN(c1ccccc1)S(=O)(=O)c1ccc(C(=O)N(CCCN(C)C)c2nc3cc4c(cc3s2)OCO4)cc1
    -2%	?	2	4%	-2%	-16%	6%	-8%	-4%
- O=C(N[C@@H](Cc1ccccc1)C(=O)OCC(=O)N1CCOCC1)c1cccs1
    2%	32%	-3	-11%	2%	-16%	7%	0%	1%
- C=CCNC(=O)COC(=O)c1ccc(Cl)c(S(=O)(=O)N(Cc2ccccc2)c2ccccc2)c1
    0%	35%	2	9%	-2%	-16%	19%	3%	-3%

The closing 4 entries of the section before lead into the next:
Second line of a record: IDH1 R132H inh	HP1b chromo inh	PI4K2A inh	Pin1 inhibitor	GLS inh	USP1 inh	rTrxR1 inhibitor	TrxR1 substrate	Tb PGK inh
- N#CN=c1snc(-c2ccccc2)n1-c1ccc(Br)cc1
    ·	23%[57 µM]	·	0%	·	·	10%[0.0914 µM]	8%[0.0914 µM]	·
- CCN(c1ccccc1)S(=O)(=O)c1ccc(C(=O)N(CCCN(C)C)c2nc3cc4c(cc3s2)OCO4)cc1
    -2%	?	2	4%	-2%	-16%	6%	-8%	-4%
- O=C(N[C@@H](Cc1ccccc1)C(=O)OCC(=O)N1CCOCC1)c1cccs1
    2%	32%	-3	-11%	2%	-16%	7%	0%	1%
- C=CCNC(=O)COC(=O)c1ccc(Cl)c(S(=O)(=O)N(Cc2ccccc2)c2ccccc2)c1
    0%	35%	2	9%	-2%	-16%	19%	3%	-3%
- CCOc1cc(Cl)c(S(=O)(=O)n2cc(C)nc2CC)cc1Cl
    -8%	15%	-1	2%	1%	-11%	3%	9%[11.4 µM]	i
- Cc1c(Cl)c([N+](=O)[O-])nn1Cc1ccc(C(=O)NN)o1
    -3%	43%[activator]	-2	0%	10%	-13%	13%	-4%	-12%
- Cc1ccc(C)c(N2CCN(C(=O)CCCn3c(=S)[nH]c4cc5c(cc4c3=O)OCO5)CC2)c1
    0%	49%[activator]	2	22%	·	-9%	3%	-4%	-3%
- O=C1C=C(c2ccc(OC(F)(F)F)cc2)C[C@@H](c2ccc(F)cc2)C1
    7%	48%[activator]	4	-2%	2%	-16%	25%[57.1 µM]	1%[57.1 µM]	i
- NS(=O)(=O)c1ccc(NC(=O)c2ccc(-c3ccccc3)cc2)cc1
    -6%	24%	?	12%	0%	-12%	7%[57.1 µM]	-2%[57.1 µM]	1%
- O=C(CSCc1ccc(F)cc1)Nc1ccccc1
    2%	32%[activator]	8	1%	-5%	-17%	15%[57.1 µM]	1%[57.1 µM]	-8%

Compound activity: PubChem BioAssay, National Center for Advancing Translational Sciences (NCATS)
